# Bioassay records (PubChem BioAssay)
# mcGAS MS inh = mouse cGAS inhibition by mass spec. Q8C6L5. recombinant mouse cGAS, cGAMP by RapidFire MS. inhibition, % at 12.5 µM. 130,000 compounds, 0.18% hits;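 active = inhibition of cGAS enzyme activity at or above 60%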;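 note: enzyme stimulated by 45 bp dsDNA with ATP and GTP substrates; cGAMP share of summed cGAMP plus half ATP and half GTP signals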
# Target sequence (Q8C6L5 whole entry, looked up): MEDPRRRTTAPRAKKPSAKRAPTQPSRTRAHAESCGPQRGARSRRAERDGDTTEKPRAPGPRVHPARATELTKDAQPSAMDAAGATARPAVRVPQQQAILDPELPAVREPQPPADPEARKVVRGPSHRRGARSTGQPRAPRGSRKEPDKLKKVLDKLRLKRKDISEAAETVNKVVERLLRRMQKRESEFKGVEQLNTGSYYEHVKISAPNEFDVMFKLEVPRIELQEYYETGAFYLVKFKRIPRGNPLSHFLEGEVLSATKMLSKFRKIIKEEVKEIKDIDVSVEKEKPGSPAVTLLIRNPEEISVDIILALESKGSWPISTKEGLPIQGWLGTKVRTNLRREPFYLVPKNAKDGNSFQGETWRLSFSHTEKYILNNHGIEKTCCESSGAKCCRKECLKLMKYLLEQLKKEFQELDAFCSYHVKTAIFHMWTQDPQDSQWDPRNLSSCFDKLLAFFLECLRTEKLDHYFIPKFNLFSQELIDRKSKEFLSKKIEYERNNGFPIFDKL
# Starred values were filed as active, the others as inactive; & = joins results of further samples.
mcGAS MS inh	Molecule
-1	O=C(Nc1nc2cc(F)c(F)cc2s1)C1CCCN(c2ncccn2)C1 (stereo not given)
-4	Cc1cccc(-n2nc3c([n+]2[O-])CCc2nonc2-3)c1C
-8	CC1(C)CCCC2=C1CC(C(=O)O)C(C(=O)O)C2 (stereo not given)
-16	CN(CCC(O)c1ccccc1)c1ccc(-c2nccn2C)nn1 (stereo not given)
-4	COCCn1c(C)c(C)n2c3c(=O)n(Cc4ccc(F)cc4)c(=O)n(C)c3nc12
-7	Cc1c(C(=O)NCc2ccc(F)cc2)sc(=O)n1Cc1ccccc1F
12	O=C(O)[C@H]1C[C@@H](O)CCN1C(=O)CCc1cccnc1
-10	CCN1CCN(c2ccc(NC(=O)c3cccc(Cl)c3)cc2)CC1
-7	Cc1ccc(NCc2nc(C(C)(C)C)no2)c(OCC(F)(F)F)c1
-6	NC(=O)C1CCCCCC1NC(=O)c1ccncc1Cl (stereo not given)
-5	COc1ccc(NC(=O)c2c(N)cnn2C)cc1
0	Cc1nn(C)c(N(C)C)c1CNCc1ccc(N2CCCC2)cc1
3	Cc1cc2c(=O)n(C)c(SCc3nc4ccccc4[nH]3)nc2s1
-4	COc1ccc(NC2CCCN(C(=O)COc3ccc(C(C)=O)cc3)C2)cc1 (stereo not given)
-4	Cc1c(NC(=S)NCc2ccccn2)c(=O)n(-c2ccccc2)n1C
2	COc1ccc(Nc2nc(NCCO)nc3[nH]ncc23)cc1
0	Cc1nc(CN2CCN(Cc3cc4n(n3)CCNC4)CC2)cs1
52	NC1=NC(=O)C(F)(C(F)(F)F)S1 (stereo not given)
-6	c1ccc(CN2CCN(C3CCCSc4ccccc43)CC2)cc1 (stereo not given)
-10	CC(C)C(N)c1nc2ccccc2[nH]1 (stereo not given)
20	Cc1cc(S(=O)(=O)NCc2cccc(NC(=O)C(C)C)c2)c(C)s1
-10	O=C(CCNS(=O)(=O)c1ccc(Cl)cc1)Nc1ccccn1
-11	Oc1ccccc1N1CCN(C=Nc2nc3ccccc3nc2N2CCOCC2)CC1
0	C=C(Cl)CSc1nc2cc(S(N)(=O)=O)ccc2n1CCC
-1	CCn1nnc(NCc2cccc(Cl)c2Cl)n1
5	CCC1CN(CCNS(C)(=O)=O)c2ccccc2O1 (stereo not given)
-7	O=C1CCC(=O)N1CC(O)Cn1c2ccc(Cl)cc2c2cc(Cl)ccc21 (stereo not given)
-2	CCn1cc(NC(=O)NC2CC(=O)N(C3CC3)C2)cn1 (stereo not given)
-11	CNCCOc1ccc(C)cc1-c1ccccc1Cl
5	CNC(=O)c1ccc(CN2CC=C(C(C)N(C)C(C)=O)CC2)o1 (stereo not given)
9	Cc1nnc2n1CCN(CC(O)c1ccc(F)cc1)C2 (stereo not given)
-1	c1ccc(N2CCN(c3ncnc4sc5c(c34)CCC5)CC2)nc1
-3	COc1ccc(Cn2cc(C(=O)N(C)Cc3ccon3)nn2)cc1
-22	COC(=O)CSc1nc2c(cnn2CCO)c(=O)[nH]1
-9	Cc1ccc(C(O)c2ncc(-c3cccc(C(F)(F)F)c3)[nH]2)c(C)c1 (stereo not given)
-5	COc1cccc2sc(NC(=O)CC3CC4CCC3C4)nc12 (stereo not given)
-4	CCOC(=O)C1(CCOc2ccccc2)CCN(Cc2cc(OC)c(O)c(OC)c2)CC1
-7	CC(=O)N1CCc2c(sc(NC(=O)CCc3ccccc3)c2-c2nc3ccccc3s2)C1
8	O=C(CN1CCNCC1)N1CCCC1
-2	C=CCN1C(=O)NC(c2ccc(F)cc2)C(C(=O)OC)=C1C (stereo not given)
-1	CCC(C)Oc1cccc(-c2nnc(CCC(=O)N(C)Cc3ccccc3)c(=O)[nH]2)c1 (stereo not given)
-49	FC(F)(F)c1ccccc1CCC1CCCN(Cc2cccnc2)C1 (stereo not given)
9	O=C(COC(=O)COc1cccc(Br)c1)Nc1ccc(F)cc1F
10	CCc1[nH]c2ccc(CNC(=O)C3Cc4ccccc4O3)cc2c1C (stereo not given)
-7	O=C(c1cnn(-c2ccc(Cl)cc2)n1)c1cccs1
-7	CCC(=O)C1(NC(=O)Cn2nc(C)cc2C)CCCCC1
-2	Cn1nnc2c(=O)n(CC(=O)N3CCOCC3)cnc21
-4	Cc1nc(C)c(CC(=O)NC(C)c2cnn(-c3cccc4ccccc34)c2C)s1 (stereo not given)
7	COCCCn1c(CN2CCSCC2)cnc1S(=O)(=O)C1CCCC1
-1	CCCc1[nH]nc2c1C(C1CC=CCC1)C(C#N)C(=N)O2 (stereo not given)

# More results.
mcGAS MS inh	Molecule
1	O=C(Nc1ccccc1)c1cccc(CN2CCC(Oc3cccnc3)C2)c1 (stereo not given)
-2	COC(=O)c1c(N)sc2c1CCCC2
-5	Cc1ccccc1S(=O)(=O)NC(=O)C1(C)CCN1C(=O)CCC1CCCC1 (stereo not given)
-7	Cc1nc(-c2ccccc2)sc1C(=O)Nc1c(C)nc2sc(C)c(C)n2c1=O
-1	CCOC(=O)c1c(NC(=O)Cc2ccc(OC)cc2)sc(C(=O)Nc2cccc(Cl)c2C)c1C
-7	CC1(C(=O)O)CCC(C(=O)O)C1(C)C (stereo not given)
-9	Cc1nnsc1C(=O)N1CCc2c(nc(-c3ccncc3)nc2N(C)C)C1
-2	CC(=O)Nc1cnc(-c2cccc(C(=O)N(C)C)c2)cn1
-4	CN1CCC(N(C)C(=O)c2cnn(-c3ccc(C(F)(F)F)cc3)c2N)CC1
-7	COC(=O)c1cc2n(n1)CCN(C(=O)CN(C)Cc1ccncc1)C2
-17&0	CCCCC[C@H](O)/C=C/[C@H]1[C@H](O)CC(=O)[C@@H]1CCCCCCC(=O)O
-6	Cc1ccccc1Nc1nnc(C)c(=O)n1N
-7	Cc1cc(C)n2c(SCCOc3ccc(Br)cc3)nnc2n1
-6	COCCCn1c(-c2ccc(C(C)(C)C)cc2)nc2oc3ccccc3c(=O)c2c1=O
5	CC(C)C(NCc1ccccc1O)c1ccccc1 (stereo not given)
4	Cc1nc(N2CCCC(C)C2)c2cnn(-c3ccc(F)cc3)c2n1 (stereo not given)
-8	COC(=O)c1ccc(CN2CCCC(CO)(Cc3ccccc3)C2)cc1 (stereo not given)
-7	CCOC(=O)Cn1c(=O)c2c(nc3n(CCOC)c(C)c(C)n23)n(C)c1=O
-4	COc1ccc(N2C(=O)CN(CCc3ccc(F)cc3)C3CS(=O)(=O)CC32)cc1 (stereo not given)
-20	Cc1nnc(SCC(=O)N(C2CCCC2)C2CCS(=O)(=O)C2)s1 (stereo not given)
-10	COc1ccc(CC2(CO)CCN(Cc3cn[nH]c3-c3ccccc3)CC2)cc1
-3	Cc1nc(N2CCOCC2)nc(N2CCCC2)c1[N+](=O)[O-]
-3	CCc1ccc(/C=C/S(=O)(=O)Nc2onc(C)c2C)cc1
-8	COCCN(Cc1ccccc1)S(=O)(=O)N1CCCC1
-8	Cc1ccc(-n2nnnc2SCc2nnnn2-c2ccccc2)c(C)c1
-8	CSc1ccc(CN2C(=O)C(C)ON=C2c2ccc(N(C)C)cc2)cc1 (stereo not given)
-1	CCOc1cc(C(=O)NCCN2CC(C)OC(C)C2)cc(-c2ccccc2)c1OC (stereo not given)
3	COc1ccc(Cl)cc1C(=O)Nc1cc(-c2cccs2)nn1-c1nc(C(C)C)cc(=O)[nH]1
1	CCOc1cc2nc(-c3ccc(F)cc3F)oc(=O)c2cc1OCC
3	CCOP(=O)(OCC)C(NC(=O)c1cccs1)C(F)(F)F (stereo not given)
-10	O=C(CSc1nncn1CCc1ccccn1)N1CCCCCC1
-7	Cc1cc(N)n(-c2nc3c(cnn3-c3ccc(C)c(C)c3)c(=O)[nH]2)n1
-5	CCOC(=O)C1(Cc2ccccc2C)CCCN(S(=O)(=O)c2c(C)nn(C)c2C)C1 (stereo not given)
21	OCCOc1ccccc1OCCBr
-17	c1ccc(CNc2cc(-c3nccc4occc34)c3cc[nH]c3n2)nc1
-19	CN1CCC(NC(=O)C2(N(C)CCc3ccccc3)Cc3ccccc3C2)C1=O (stereo not given)
-3	O=C(O)CNC(=O)CNC(=O)c1ccco1
0	COc1ccc(OC)c(C2NC(=O)N(C)C(C)=C2C(=O)OCc2ccccc2)c1 (stereo not given)
-5	COc1ccc(/C=C/CN2CCn3c(nnc3C(=O)NC3CCCCC3)C2)cc1
-26	CC(=O)Nc1ccc(-c2nccn2CCc2cccc(F)c2)cc1
-2	Cc1ncc(Cl)c(C(=O)Nc2c(F)cccc2NC2CC2)n1
-7	CC1(O)N(Cc2ccco2)C(=O)OC12CCCCC2 (stereo not given)
1	C=CCSc1nc2c(c(=O)[nH]1)C(c1ccc(Cl)cc1)C(C(=O)OC)=C(C)N2 (stereo not given)
-7	CCC(C)NCc1csc(COc2ccccc2OC)n1 (stereo not given)
-9	CCN1CCN(CC(O)COc2ccc(CN3CCN(C)CC3)cc2OC)CC1 (stereo not given)
-4	Cc1nc(SCC(=O)Nc2cncs2)c2c(C)c(C)sc2n1
-3	O=C(NCC(=O)N(Cc1ccccc1)C(C(=O)Nc1ccccc1)c1ccncc1)c1ccccc1 (stereo not given)
-6	Cn1cc(CN2CCN(c3ncccn3)CC2)c(-c2cccc(Cl)c2)n1
-12	CC(=O)N(C)C1CCN(S(=O)(=O)c2ccc(S(C)(=O)=O)cc2)CC1
-14	c1ccc2[nH]c(NN=C3CCCCCC3)nc2c1

# (next part)
mcGAS MS inh	Molecule
-6	Cc1c(C(=O)NCc2cccnc2)sc(=O)n1Cc1ccc(S(=O)(=O)N(C)C)cc1
-7	Cc1ccc(CN2CCC(CN(C)CC3CC=CCC3)CC2)o1 (stereo not given)
-7	CC1Sc2ccc(S(C)(=O)=O)cc2N(Cc2ccccc2C#N)C1=O (stereo not given)
2	COc1cc(NC(=O)COC(=O)c2ccco2)c(C)cc1[N+](=O)[O-]
-5	COCCOC(=O)c1c(C)nc2ccccc2c1-c1ccccc1
-4	O=C(NCc1ccccc1)c1csc(Nc2ccccc2)n1
-4	c1cc2ccc(CNC3CC3)cc2[nH]1
-8	CC(C)Cc1ncc(CN)s1
-17	O=C1OC(CNS(=O)(=O)c2cccnc2)CN1c1ccccc1 (stereo not given)
14	N#Cc1cc(NC(=O)c2ccccc2)ccc1N1CCC(O)CC1
-12	CC1(C(=O)Nc2cccc(NS(C)(=O)=O)c2)CCN1CCc1ccccc1 (stereo not given)
3	O=C(NCC1CCCS1)c1sccc1Br (stereo not given)
7	COC1CCCN(S(=O)(=O)c2sc3c(c2C(=O)O)CCNC3)C1 (stereo not given)
1	c1ccc(-c2nnc(CSc3ncnc4c3oc3ccccc34)o2)cc1
-15	CC1=C(C(=O)Nc2ccc(C)cc2C)C(c2cccs2)N2N=CC(C#N)C2=N1 (stereo not given)
-10	COc1ccc(Cc2nnc(NCCO)[nH]c2=O)cc1
-8	CCC(=O)C(=O)N1CCC(Cc2nncn2-c2ccccc2)CC1
-5	O=C(c1ccccc1-n1cccn1)N1CCCC(N2CCN(c3ccccc3F)CC2)C1 (stereo not given)
7	COc1cc(Br)c(S(=O)(=O)N(C)CC(N)=O)cc1OC
1	CCCC(=O)C1=C(c2ccc([N+](=O)[O-])cc2)N(C(=O)CCC)n2c(C)nnc2S1

# Part of the list above, as tab-separated lines:
mol	mcGAS MS inh
O=C(Nc1nc2cc(F)c(F)cc2s1)C1CCCN(c2ncccn2)C1 (stereo not given)	-1
Cc1cccc(-n2nc3c([n+]2[O-])CCc2nonc2-3)c1C	-4
CC1(C)CCCC2=C1CC(C(=O)O)C(C(=O)O)C2 (stereo not given)	-8
CN(CCC(O)c1ccccc1)c1ccc(-c2nccn2C)nn1 (stereo not given)	-16
COCCn1c(C)c(C)n2c3c(=O)n(Cc4ccc(F)cc4)c(=O)n(C)c3nc12	-4
Cc1c(C(=O)NCc2ccc(F)cc2)sc(=O)n1Cc1ccccc1F	-7
O=C(O)[C@H]1C[C@@H](O)CCN1C(=O)CCc1cccnc1	12
CCN1CCN(c2ccc(NC(=O)c3cccc(Cl)c3)cc2)CC1	-10
Cc1ccc(NCc2nc(C(C)(C)C)no2)c(OCC(F)(F)F)c1	-7
NC(=O)C1CCCCCC1NC(=O)c1ccncc1Cl (stereo not given)	-6
COc1ccc(NC(=O)c2c(N)cnn2C)cc1	-5
Cc1nn(C)c(N(C)C)c1CNCc1ccc(N2CCCC2)cc1	0
Cc1cc2c(=O)n(C)c(SCc3nc4ccccc4[nH]3)nc2s1	3
COc1ccc(NC2CCCN(C(=O)COc3ccc(C(C)=O)cc3)C2)cc1 (stereo not given)	-4
Cc1c(NC(=S)NCc2ccccn2)c(=O)n(-c2ccccc2)n1C	-4
COc1ccc(Nc2nc(NCCO)nc3[nH]ncc23)cc1	2
Cc1nc(CN2CCN(Cc3cc4n(n3)CCNC4)CC2)cs1	0

# Going on with the list.
mcGAS MS inh	Molecule
-5	COCC1(N(C)C(=O)CCNC(=O)c2ccc(F)cc2)CC1
-4	CCOc1ncccc1C(=O)NCc1cc(-c2ccc3c(c2)CC(C)O3)on1 (stereo not given)
1	O=C(Nc1ccc2c(c1)CN(C(=O)c1sccc1Cl)CC2)C1CCCO1 (stereo not given)
-5	COc1ccc(-c2nccn2C2Cc3ccccc3C2)c(OC)c1
-7	CCN1c2ccccc2NC2C(C(=O)Oc3ccc(O)cc3)=C(C)OC21 (stereo not given)
-9	Cc1ccc(NC(=O)C2(C)CCN2C(=O)C2CCCCC2)cc1C (stereo not given)
-2	Cc1ccccc1CSc1ncccc1C(=O)N1CCN(c2cccc(Cl)c2)CC1
-6	COCCNC(=O)CCNC(=O)N1CCCC(c2ccccc2)CC1 (stereo not given)
-6	Fc1ccccc1N1CCN(c2nc(C(F)(F)F)nc3ccccc23)CC1
3	N#CC1(Cc2ccccc2)c2ccccc2C=CN1C(=O)c1ccccc1 (stereo not given)
-1	CCOc1ccc2c(c1)C(C)=CC(C)(C)N2C(=O)CSc1n[nH]c(C(C)C)n1
-8	CCNC(=O)COc1cccc(NS(=O)(=O)c2cccc(Cl)c2C)c1
-5	O=C(CCN1C(=O)COc2ccccc21)N1CCc2ccccc2C1
-1	COc1cccc(-n2cnnc2SCC(=O)c2ccccc2)c1
-8	CC(C)NC(=O)C1(C)CCN1C(=O)c1ccccc1C(F)(F)F (stereo not given)

# Quoted at random: two compounds from above
mcGAS MS inh	Molecule
-5	O=C(CCN1C(=O)COc2ccccc21)N1CCc2ccccc2C1
-1	CCOc1ccc2c(c1)C(C)=CC(C)(C)N2C(=O)CSc1n[nH]c(C(C)C)n1

# A portion of the library; rates above refer to the full screens.
